CYP2C9 activ – activators of human CYP2C9; P11712; recombinant CYP2C9, luciferin-H conversion, luminescence; active compounds read high; factor 1 = untreated enzyme, 0 = blocked; 96,000 compounds, 1.4% hits; activation factor at 5 µM;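 active = activation factor of 2 or more for CYP2C9 at a 5 µM dose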;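 note: 0 = sulfaphenazole-blocked wells and 1 = vehicle-only wells; values of inactives mirror those of a sister screen read the other way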
Target sequence (P11712 whole entry, looked up): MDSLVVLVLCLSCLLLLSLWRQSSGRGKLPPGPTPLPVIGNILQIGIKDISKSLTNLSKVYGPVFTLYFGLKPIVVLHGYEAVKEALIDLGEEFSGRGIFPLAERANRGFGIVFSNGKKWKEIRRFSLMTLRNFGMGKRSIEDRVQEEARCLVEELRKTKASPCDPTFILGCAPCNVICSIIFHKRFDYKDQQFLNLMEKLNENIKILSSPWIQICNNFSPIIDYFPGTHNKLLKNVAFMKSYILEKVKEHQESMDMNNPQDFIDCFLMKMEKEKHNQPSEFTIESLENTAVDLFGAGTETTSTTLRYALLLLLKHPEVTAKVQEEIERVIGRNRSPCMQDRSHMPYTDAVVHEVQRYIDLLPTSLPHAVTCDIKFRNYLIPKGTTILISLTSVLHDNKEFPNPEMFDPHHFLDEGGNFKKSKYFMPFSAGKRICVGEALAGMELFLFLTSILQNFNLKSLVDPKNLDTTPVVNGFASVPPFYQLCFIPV
PTK2B oligo ant – antagonists of human Pyk2 oligomerization | Q14289 | Q293 cells, Pyk2 FERM NanoBiT luminescence; active compounds read low | z-score (the deposit names both 25 µM and 10 µM) | 99,000 compounds, 0.83% hits | AID 1347419;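 active = Z-score of -3 or lower, scaled per plate to the spread of control and sample wells; inactive = z-score above -3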;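 note: negative z-score means lost luminescence so less FERM oligomerization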
PLAP activator – human PLAP activation | P05187 | purified PLAP enzyme, luminescent substrate read-out; active compounds read high | activation fold at 20 µM | 96,000 compounds, 1.2% hits | AID 696; in the data active = activation fold above about 2
CYP2C19 activ – increases human CYP2C19 enzyme activity; P33261; recombinant CYP2C19, luciferin-H EGE luminescence; active compounds read high; 0 = fully inhibited enzyme, 1 = untreated enzyme; AID 1025; 96,000 tested, under 10 active; activation factor at 5 µM;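 active = activation factor of at least 2 at 5 µM in the primary screen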;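 note: 0 = wells with 2.5 mM tranylcypromine and 1 = vehicle-only wells; values of inactives mirror those of a sister screen read the other way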
Target sequence (P33261 whole entry, looked up): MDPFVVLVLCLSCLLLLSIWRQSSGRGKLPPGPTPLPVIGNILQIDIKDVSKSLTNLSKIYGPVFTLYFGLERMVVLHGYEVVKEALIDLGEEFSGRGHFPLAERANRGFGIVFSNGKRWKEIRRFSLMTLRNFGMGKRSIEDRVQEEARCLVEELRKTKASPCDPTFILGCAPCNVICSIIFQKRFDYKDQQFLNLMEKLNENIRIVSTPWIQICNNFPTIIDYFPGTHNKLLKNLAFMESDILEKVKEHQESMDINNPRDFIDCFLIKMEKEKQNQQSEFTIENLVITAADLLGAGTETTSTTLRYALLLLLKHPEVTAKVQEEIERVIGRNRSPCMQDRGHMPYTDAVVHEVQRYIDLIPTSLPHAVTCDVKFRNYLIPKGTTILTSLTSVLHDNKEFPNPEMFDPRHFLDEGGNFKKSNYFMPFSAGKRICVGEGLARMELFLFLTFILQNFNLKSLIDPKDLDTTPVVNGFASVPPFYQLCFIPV
CD11b adhes enh – increases human CD11b/CD18 adhesion to fibrinogen; P05107+P11215; AID 1499; 93,000 compounds, 0.07% hits; activation, % at 10 µM; K562 CD11b/CD18 adhesion to fibrinogen, ATPlite luminescence;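 active = 10 µM primary screen giving 50% or more activity, confirmed by 40% or more on retest at that dose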; note: strong numbers were not always called active; reference of the scale not given here
CD11b adhes inh – inhibitors of human CD11b/CD18 binding to fibrinogen; AID 1497; 93,000 compounds, 0.54% hits; K562 CD11b/CD18 adhesion to fibrinogen, ATPlite luminescence; Mn2+ added to activate the integrin; P05107+P11215; inhibition, % at 10 µM;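 active = primary inhibition of 50% or more at 10 µM, then 40% or more on retest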; note: some results filed as inactive read as strong as hits
CYP2C19 inhib – blocks human cytochrome P450 2C19; CYP2C19 Supersomes, luciferin-H EGE luminescence, 30 min; P33261; inhibition, % at 5 µM; 96,000 compounds, 21% hits;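 active = CYP2C19 inhibition above a set limit at 5 µM in the primary screen, cut at about 50% in these data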;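 note: plate controls were negative control wells for no effect and 2.5 mM tranylcypromine positive control for full effect; values of inactives mirror those of a sister screen read the other way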
MT1-MMP txn act – activates MT1-MMP transcription; 86,000 compounds, 0.16% hits; AID 750; activation factor at 10 µM; HT1080 MT1-MMP promoter luciferase reporter, luminescence, overnight; active compounds read high;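 active = activation factor of at least 2 for MT1-MMP transcription at 10 µM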
CYP2C9 inhib – blocks human cytochrome P450 2C9; P11712; CYP2C9 Supersomes, luciferin-H conversion, luminescence; inhibition, % at 5 µM; 96,000 compounds, 20% hits; AID 777;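 active = blocking of liver enzyme CYP2C9 beyond about 50% at 5 µM, limit read from the data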; note: values of inactives mirror those of a sister screen read the other way
Active calls of the source: *; nt = no result given.

SMILES	CYP2C9 activ	PTK2B oligo ant	PLAP activator	CYP2C19 activ	CD11b adhes enh	CD11b adhes inh	CYP2C19 inhib	MT1-MMP txn act	CYP2C9 inhib
O=c1c2[nH]c3ccc(F)cc3c2ncn1C1CCCCC1	0.9	0.41	0.9	1	0	2	0	1.3	5
Cc1ccnc(NC(=O)c2ccc([N+](=O)[O-])o2)c1	1	0.53	1	0.8	-2	-9	17	nt	-3
CCOC(=O)CNC(=O)CSc1nnc(COc2ccc(Cl)cc2)n1CC	0.8	0.45	1.1	0.9	3	-5	15	1	20
CCCC(=O)OCCNC(=O)c1cc2ccccc2oc1=O	1	-0.35	1.1	0.8	-5	4	23	1.1	4
COc1ccccc1Nc1ncc(-c2cccs2)s1	1.1	-1	1	0.9	-4	18	12	nt	-11
CCOC(=O)C1CCN(C(=O)c2ccc(Cl)c(S(=O)(=O)N3CCOCC3)c2)CC1	0.8	0.68	1.7	0.8	3	-5	21	1.2	22
CCN(CC)c1nc2ccccc2nc1C(C#N)C(=O)NCCCOC (centres undefined)	0.2	1.3	1.2	0.4	6	-9	56*	1.1	79*
CC1C(=O)CCN(C(C)(C)C)C1C (centres undefined)	0.9	1.6	1	1.1	4	-11	-5	1.1	13
CCC1(C)Cc2ccccc2-c2nc(NCCO)[nH]c(=O)c21 (centres undefined)	0.3	-0.9	1.8	0.4	5	-3	56*	1.3	69*
CCOc1ccc(NC(=O)c2ccc3nccnc3c2)cc1	0.9	0.78	1	0.9	-3	-7	6	1.3	9
COc1ccc(CCNC(=O)Cn2nnc(-c3ccccc3F)n2)cc1OC	0.4	0.88	1.4	0.8	0	-3	21	1.1	65*
CN1c2ccccc2C(C)(C)C12C=Cc1cc(O)ccc1O2 (centres undefined)	0.4	-1	0.7	0.2	nt	nt	76*	0.8	61*
COc1cc(NS(=O)(=O)c2ccc(N=Cc3c(C)[nH]n(-c4ccccc4)c3=O)cc2)nc(OC)n1	1.1	0.67	1.5	1.2	-2	-25	-18	nt	-9
O=C(NCc1ccccn1)C1CCN(Cc2cnn(-c3ccccc3)c2-n2cccc2)CC1	1.2	0.05	1.8	0.8	3	0	15	1.2	-19
Nn1c(SCC(=O)NC(=O)NCc2ccco2)nnc1-c1ccc(OC(F)F)cc1	0.7	0.51	1.3	0.3	4	12	71*	nt	31
CCC(O)c1cc2c(cc1NC(=O)c1cccs1)OCCO2 (centres undefined)	0.5	0.33	0.8	0.7	1	-27	26	1.3	46
O=C1CNC(=O)/C1=C\N1CCN(C(c2ccccc2)c2ccccc2)CC1	0.9	-0.6	1.1	1	0	-20	-2	1.2	10
CC1(C)CC(=O)C(/C=N/c2ccccn2)=C(O)C1	0.9	0.66	1.1	1	4	1	0	1.1	5
COc1cccc(N2C(=O)C3ON(c4ccccc4)C(c4cccs4)C3C2=O)c1 (centres undefined)	0.7	nt	1.4	0.8	-3	0	25	1.1	31
Cc1ccc(NS(=O)(=O)c2ccc(NC(=O)[C@@H]3CCCC[C@@H]3C(=O)O)cc2)c(C)c1	0.8	1.8	1.1	0.9	nt	nt	13	nt	18

Records listed above printed as active in CYP2C9 inhib.
SMILES	CYP2C9 activ	PTK2B oligo ant	PLAP activator	CYP2C19 activ	CD11b adhes enh	CD11b adhes inh	CYP2C19 inhib	MT1-MMP txn act	CYP2C9 inhib
CCN(CC)c1nc2ccccc2nc1C(C#N)C(=O)NCCCOC (centres undefined)	0.2	1.3	1.2	0.4	6	-9	56*	1.1	79*
CCC1(C)Cc2ccccc2-c2nc(NCCO)[nH]c(=O)c21 (centres undefined)	0.3	-0.9	1.8	0.4	5	-3	56*	1.3	69*
COc1ccc(CCNC(=O)Cn2nnc(-c3ccccc3F)n2)cc1OC	0.4	0.88	1.4	0.8	0	-3	21	1.1	65*
CN1c2ccccc2C(C)(C)C12C=Cc1cc(O)ccc1O2 (centres undefined)	0.4	-1	0.7	0.2	nt	nt	76*	0.8	61*

Later entries.
SMILES	CYP2C9 activ	PTK2B oligo ant	PLAP activator	CYP2C19 activ	CD11b adhes enh	CD11b adhes inh	CYP2C19 inhib	MT1-MMP txn act	CYP2C9 inhib
CCC1CCCCN1C(=O)CSc1nnc(-c2ccc(OC)cc2)o1 (centres undefined)	0.7	nt	1.2	0.2	-3	0	85*	1	34
Cc1cc(C(F)(F)F)c2c(N)c(C(=O)Nc3cc(C)on3)sc2n1	0.9	-0.06	1	1	17	-8	4	1.6	11
O=C(CSc1ccc2nnc(-c3ccncc3)n2n1)NCc1ccco1	0.5	nt	1.1	0.8	2	1	15	1.1	48
Cc1ccc(-n2c(C)cc3c2CC(C)(C)CC3=O)cc1C	0.9	-0.56	1.1	0.9	-2	-10	12	1.1	11
Cc1nn(Cc2c(Cl)cccc2Cl)c(C)c1NC(=O)c1cnn2c(C(F)F)cc(-c3ccccc3)nc12	0.4	-0.51	1.1	0.7	116*	-6	27	nt	63*
COC(=O)CSc1nc(SCc2ccc(C)cc2)nc2c1CCCC2	0	-0.7	1.3	0	2	47	95*	nt	97*
CC(NS(C)(=O)=O)C(c1cccs1)N1CCN(C)CC1 (centres undefined)	1	0.34	1.3	1	-2	3	-2	1.1	-4
Cc1cccc(CS(=O)(=O)Cc2ccc(C(=O)NCCN3CCCCC3C)o2)c1 (centres undefined)	0.8	0.05	1.5	0.9	0	-20	6	0.9	19
Cc1cc(C)n(S(=O)(=O)/C=C/c2ccccc2)n1	1.2	0.45	1	0.3	1	-6	74*	1.2	-24
COc1cccc(CNC(=O)C2CCN(S(=O)(=O)c3cccs3)CC2)c1	0.8	0.37	1.6	0.7	-2	-5	32	1.1	21
CN(C)c1ccc(NC(=O)Cn2c(=O)n(Cc3ccccc3)c(=O)c3ccccc32)cc1	1	-2.6	1	1.1	-2	10	-8	1.1	3
C=CCNC(=S)N1CCN(CCN=CC2=C(O)CC(c3cccs3)CC2=O)CC1 (centres undefined)	1.1	0.18	1.4	1	-4	26	0	1.2	-6
Cc1sc(NC(=O)C(C)C)c(C(=O)Nc2ccccc2)c1C	0.7	-0.51	1.1	0.5	nt	nt	48	nt	26
Cc1ccc(C)c(-n2nnnc2SCC(=O)c2ccc3c(c2)NC(=O)CO3)c1	2.5*	-0.37	1.1	0.4	44	-22	56*	1.1	-154
COc1ccc(CCNC(=O)C2CCN(S(=O)(=O)N3CCOCC3)CC2)cc1OC	1.1	0.53	1	1.1	-5	-11	-12	1.2	-13
Cc1cc(C(=O)CSc2nnc(-c3ccco3)o2)c(C)n1-c1ccc2c(c1)OCCO2	0.5	-0.31	1.1	0.9	4	87*	13	1.3	47
O=C(CSc1nnc(-c2ccco2)o1)NC1CC2CCC1C2 (centres undefined)	0.8	2	0.9	0.4	-1	-9	56*	0.7	18
CCc1c(C(=O)NC2CCCCC2)[nH]c(C)c1C(C)=O	0.8	-0.66	1.1	0.8	nt	nt	23	1.1	17
Cc1cccc(N(C(=O)c2csnn2)C(C(=O)NC(C)(C)C)c2cccs2)c1 (centres undefined)	0.9	-0.97	1	0.7	nt	nt	31	nt	7
COc1ccc(C2Nc3ccccc3C(=O)N2Cc2ccccc2)cc1COc1ccccn1 (centres undefined)	0.4	-0.97	1.6	0.5	nt	nt	54*	nt	61*
CC(Sc1nncs1)C(=O)NCc1ccc2c(c1)OCO2 (centres undefined)	0.7	5.4	1.1	0.2	-1	0	76*	1.1	30
Cn1c(=O)c2c(nc(CN3CCC(C(N)=O)CC3)n2Cc2ccccc2Cl)n(C)c1=O	0.9	-0.15	1.1	1	2	-5	-2	1.1	6
CCCCN(CCCC)CCNC(=O)Cc1nc2c(c(=O)[nH]c(=O)n2C)n1C	1	nt	1.4	1	0	5	1	1	0
O=C(c1cc(-c2ccc(Cl)cc2)n(-c2ccc(Cl)cc2)n1)N1CCOCC1	0.8	-1.4	1.5	0.8	6	7	15	nt	24
C=CCn1c(SCc2nc(N)nc(N(C)C)n2)nnc1-c1cccnc1	0.8	0.09	1.2	0.5	-1	-5	49	1.3	15
Cc1cccc2cc(C#N)c(SCC(=O)N3CCC(C)CC3)nc12	0.4	-2.5	1	0.6	-1	23	35	1.2	59*
O=C(CCc1nc2ccccc2[nH]c1=O)OCC(=O)c1cccc2ccccc12	1.1	nt	1.1	1.1	-2	-28	-5	nt	-13
Cc1cc(C)c2[nH]c(=O)c(C(c3nnnn3Cc3ccc4c(c3)OCO4)N3CCCCC3)cc2c1 (centres undefined)	0.8	-0.2	1.2	0.7	3	-23	34	0.9	23
CC(=O)N1CCc2cc(S(=O)(=O)NC(CC(C)C)C(=O)Nc3cc(C(=O)O)ccc3C)ccc21 (centres undefined)	1.1	0.59	1	1.1	nt	nt	-11	1.1	-14
CCC(=O)Nc1c(-c2ccc(OC)cc2)c(=O)c2ccccc2n1C	1	0.83	1.1	1.1	-4	38	-7	0.8	2
Clc1ccc(OCCN2CCCCC2)c(Cl)c1	1	0.51	0.8	0.5	-3	-6	46	1.2	3
O=C(Nc1ccc(Cl)c(Cl)c1)OCc1cncs1	0	-0.41	0.9	0	-6	16	99*	1.4	97*
CC1Cc2ccccc2N1C(=O)c1cc2sccc2n1Cc1ccccc1 (centres undefined)	0.4	-1.6	1	0.7	1	27	25	1	62*
CN(CC(CC(=O)O)c1ccccc1)S(=O)(=O)c1ccc(Br)cc1 (centres undefined)	1.1	nt	1.3	1	9	16	2	nt	-12
Clc1ccc(Br)cc1-c1nc(-c2ccncc2)no1	0.5	0.01	0.9	0.1	68	-12	89*	1.5	50*
Cc1ccc(Nc2nnc(SCn3nnc4ccccc4c3=O)s2)cc1	0.9	-2.7	1	0.8	2	-32	18	nt	6
CC(C)OC(=O)CCCN1C(=O)c2ccc(N)cc2C1=O	1.2	-0.88	1	0.3	-6	-6	74*	1	-18
Cc1ccc(C)c(S(=O)(=O)N2CCN(CC(=O)Nc3cc(C)on3)CC2)c1	2.3*	0.43	0.9	0.9	-2	-23	12	1.2	-127
O=C(Nc1cnn(Cc2ccccc2)c1)c1nc2ncccn2n1	0.9	-0.39	0.9	1	-1	-8	-2	1.4	14
Cc1ccc(-n2nnnc2SCC(=O)Nc2ccccc2N2CCCCC2)cc1C	0.9	-0.27	0.9	0.2	-7	19	80*	1.2	11
CCOC(=O)C(C)Sc1ncc(OC)c(=O)[nH]1 (centres undefined)	1	-0.42	1	1	-2	-8	3	nt	-3
N#CCSc1nnc(-c2ccccc2O)n1CCc1ccccc1	1.1	-0.81	1.2	0.6	-2	0	41	1.1	-10
CC(C)(C)n1nnnc1CN1CCN2CCCC2C1 (centres undefined)	1.1	0.96	1.3	0.9	5	-52	5	1.2	-9
Cc1ccc2oc3c(c(=O)c2c1)C(c1cccc(O)c1)N(c1ccccn1)C3=O (centres undefined)	1.1	nt	1.2	0.8	0	2	20	1.1	-11
CCOc1ccc(C(=O)CN2CCN(S(=O)(=O)c3ccc(OC)cc3)CC2)cc1	0.8	0.53	1.4	0.2	-1	-14	77*	1.1	22
CCOc1c2ccc(C(=O)NCc3ccc(C(F)(F)F)cc3C(F)(F)F)cc2nn1C	1.1	nt	1	1	nt	nt	0	nt	-5
Nc1nc(=S)[nH]c2c1C1(CCCC1)Cc1ccccc1-2	1	-1	1	1	-2	3	0	nt	2
CCOc1cccc(C(=O)Nc2cccnc2)c1	1	0.47	1	1	-3	-2	-4	1.2	5
COc1ccc(OC)c(C2C(C(C)=O)=C(O)C(=O)N2CCC(=O)O)c1 (centres undefined)	1.1	0.41	1.1	1.1	1	-14	-11	1	-12
CC1=NOC2(C1)N(C)c1ccccc1C2(C)C (centres undefined)	0.8	0.51	1.1	0.4	-1	8	58*	1.6	19
COC(=O)c1cc(Br)c(=O)n(-c2cccc(F)c2)c1	1	0.21	1.1	0.5	nt	nt	52*	1	0
